Assay outcomes deposited in PubChem BioAssay by The Scripps Research Institute Molecular Screening Center.
MITF primary: human MITF inhibition, primary screen. 0.91% of 650,000 active. AlphaScreen MITF homodimerization, bead proximity signal. inhibition, % at 2.6 µM. O75030; in the data active means inhibition above about 50%;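 further: 0% = vehicle wells with protein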
Target sequence (O75030 whole entry, looked up): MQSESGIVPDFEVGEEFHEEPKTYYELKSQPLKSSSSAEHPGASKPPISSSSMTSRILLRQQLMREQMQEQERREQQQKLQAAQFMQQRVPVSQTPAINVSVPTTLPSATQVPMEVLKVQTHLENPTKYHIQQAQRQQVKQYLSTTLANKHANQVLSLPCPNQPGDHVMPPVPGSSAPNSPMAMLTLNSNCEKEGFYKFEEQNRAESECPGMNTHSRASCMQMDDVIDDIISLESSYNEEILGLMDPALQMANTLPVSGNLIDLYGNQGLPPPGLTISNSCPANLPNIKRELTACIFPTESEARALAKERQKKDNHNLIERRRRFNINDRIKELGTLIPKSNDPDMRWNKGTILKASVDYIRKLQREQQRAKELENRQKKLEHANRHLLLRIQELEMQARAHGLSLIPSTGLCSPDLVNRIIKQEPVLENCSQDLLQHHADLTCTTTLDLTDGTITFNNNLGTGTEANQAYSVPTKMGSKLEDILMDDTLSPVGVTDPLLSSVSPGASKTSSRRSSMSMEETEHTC
TEAD-YAP inh: TEAD-YAP interaction inhibition | HEK-TIYL cells, TEAD-Gal4/YAP UAS-luciferase luminescence | inhibition, % at 9.12 µM | 1.4% of 640,000 active | AID 1259422; in the data active means inhibition above about 32%;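 further: 0% = median of test compound wells and 100% = reference inhibitor wells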
FBW7 act: activators of human E3 ligase FBW7; normalized activity (activation), % at 26.1 µM; AlphaScreen FBW7–phospho-cyclin E peptide binding, activator screen; 0.13% of 650,000 active; Q969H0; in the data active means normalized activity above about 1.9%;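 further: purified mutant Fbw7 with reduced substrate affinity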
GPR151 ag: human GPR151 activation | PathHunter beta-arrestin GPR151 cells, luminescence | 1% of 650,000 active | activation, % at 11.2 µM | AID 1508602 | Q8TDV0; in the data active means activation above about 4.9%;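 further: 0% = median of compound wells and 100% = cells with positive control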
Target sequence (Q8TDV0 whole entry, looked up): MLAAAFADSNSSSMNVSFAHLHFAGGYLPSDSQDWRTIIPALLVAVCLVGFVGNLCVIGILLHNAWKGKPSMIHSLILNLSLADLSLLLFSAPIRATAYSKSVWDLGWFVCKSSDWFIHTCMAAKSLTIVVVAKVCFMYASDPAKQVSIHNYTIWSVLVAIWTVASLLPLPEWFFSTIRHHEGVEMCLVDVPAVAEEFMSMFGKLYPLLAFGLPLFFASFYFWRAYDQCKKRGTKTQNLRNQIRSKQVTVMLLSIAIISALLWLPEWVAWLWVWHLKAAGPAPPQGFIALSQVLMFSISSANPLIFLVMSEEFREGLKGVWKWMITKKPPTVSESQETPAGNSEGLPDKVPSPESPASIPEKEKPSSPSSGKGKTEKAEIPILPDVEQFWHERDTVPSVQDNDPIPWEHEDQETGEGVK
Starred values were filed as active, the others as inactive.

For CCOc1ccc(S(=O)(=O)Nc2cccnc2)c2ccccc12 the results were MITF primary 0, TEAD-YAP inh 0, FBW7 act -0.1 and GPR151 ag 1.7.
COc1ccc(CCNC(=O)c2cc3c(s2)CSC3)cc1OC was read as MITF primary 3, TEAD-YAP inh -3, FBW7 act 0.5 and GPR151 ag -1.7.
`Oc1ccc(CCNc2nc(-c3cccs3)nc3nc[nH]c23)cc1` gave MITF primary 22, TEAD-YAP inh -2, FBW7 act -0.1 and GPR151 ag 1.8.
Cc1nc2ccccn2c1C(=O)N1CCN(c2cccc(C(F)(F)F)c2)CC1 was read as MITF primary 3, TEAD-YAP inh 58*, FBW7 act -0.1 and GPR151 ag 4.6.
Cc1ccc(S(=O)(=O)N(Cc2ccccc2)c2ccccc2C(=O)NCc2ccco2)cc1 was read as MITF primary -2, TEAD-YAP inh 6, FBW7 act -0.3 and GPR151 ag -1.5.
For CSc1nnc(C2CCCN(C(=O)NCc3ccccc3)C2)n1C (configuration not stated) the results were MITF primary -9, TEAD-YAP inh 4, FBW7 act 0.1 and GPR151 ag 1.0.
`CC(C)n1c(CNC(=O)c2ccccc2)nc2ccccc21` gave MITF primary 12, TEAD-YAP inh -1, FBW7 act 0.1 and GPR151 ag -0.4.
`Cc1ccc(S(=O)(=O)N2C(=O)CCC2c2nc(-c3ccccn3)no2)cc1` (configuration not stated) gave MITF primary 5, TEAD-YAP inh 39*, FBW7 act -0.4 and GPR151 ag -0.2.
Screening O=C(N/N=C/c1ccc([N+](=O)[O-])cc1)c1cc(-c2cccc([N+](=O)[O-])c2)n[nH]1 returned MITF primary 19, TEAD-YAP inh 5, FBW7 act 0.0 and GPR151 ag 1.0.
Screening CCOC(=O)CNC(=O)N1CCC(CN2CCCC2)CC1 returned MITF primary 0, TEAD-YAP inh 2, FBW7 act -0.1 and GPR151 ag -1.0.
For CC1=C(c2ccc(C)cc2)S(=O)(=O)N=C1Nc1cc(C)ccc1C the results were MITF primary 2, TEAD-YAP inh -19, FBW7 act 0.9 and GPR151 ag 1.0.
For COc1ccc(CNC(=O)c2ccc3c(c2)N(Cc2ccccc2)C(=O)CS3=O)cc1 (configuration not stated) the results were MITF primary -7, TEAD-YAP inh 0, FBW7 act 0.5 and GPR151 ag -0.9.
Screening CC(C)NC(=O)CN1C(=O)C(c2ccccc2)Oc2cccnc21 (configuration not stated) returned MITF primary 5, TEAD-YAP inh 4, FBW7 act -0.1 and GPR151 ag 0.0.
`CN(C)CCOC(=O)c1ccc(N2Cc3ccccc3C2=N)cc1` gave MITF primary 5, TEAD-YAP inh -11, FBW7 act 0.1 and GPR151 ag -0.8.
`O=C1CCCN1CCCNc1nc(NCCOc2ccccc2)c2ncn(C3CCCCC3)c2n1` gave MITF primary 6, TEAD-YAP inh -5, FBW7 act -0.2 and GPR151 ag 0.2.

Quoted at random: two entries already listed.
Cc1nc2ccccn2c1C(=O)N1CCN(c2cccc(C(F)(F)F)c2)CC1 was read as MITF primary 3, TEAD-YAP inh 58*, FBW7 act -0.1 and GPR151 ag 4.6.
For CC1=C(c2ccc(C)cc2)S(=O)(=O)N=C1Nc1cc(C)ccc1C the results were MITF primary 2, TEAD-YAP inh -19, FBW7 act 0.9 and GPR151 ag 1.0.

Next part.
Screening Nc1cccc(-c2cc(NCCCN3CCCC3=O)nc(N)n2)c1 returned MITF primary 4, TEAD-YAP inh -6, FBW7 act 0.0 and GPR151 ag 0.6.
`O=C(Nc1nc(-c2ccccn2)cs1)c1ccc(S(=O)(=O)N2CCOCC2)cc1` gave MITF primary 49, TEAD-YAP inh 48*, FBW7 act 0.1 and GPR151 ag -1.1.
O=C(Nc1ccccc1)C1CCN(C(=O)c2ccc([N+](=O)[O-])cc2)CC1 was read as MITF primary 1, TEAD-YAP inh 6, FBW7 act 0.0 and GPR151 ag -0.2.
Screening CCOc1ccc(S(=O)(=O)n2cc(-c3ccccc3)c(N)n2)cc1 returned MITF primary 18, TEAD-YAP inh -16, FBW7 act 0.0 and GPR151 ag -0.7.
Cc1ccc(NC(=O)CN2C(=O)NC(C)(C3CC3)C2=O)c([N+](=O)[O-])c1 (configuration not stated) was read as MITF primary -11, TEAD-YAP inh 0, FBW7 act -0.2 and GPR151 ag 2.6.
`COc1ccccc1/C=C1/SC(=O)NC1=O` gave MITF primary 2, TEAD-YAP inh -4, FBW7 act -0.2 and GPR151 ag 1.2.
For O=C(COc1ccc(Cl)cc1Cl)OCCCN=C1NS(=O)(=O)c2ccccc21 the results were MITF primary 12, TEAD-YAP inh 5, FBW7 act 0.4 and GPR151 ag -0.4.
`O=C(COc1cccc2ccccc12)NNC(=S)NCc1ccc2c(c1)OCO2` gave MITF primary 2, TEAD-YAP inh 8, FBW7 act 0.0 and GPR151 ag -0.6.
COCCn1c(SCC(=O)N2CCOCC2)nc2c(c1=O)SC(C)C2 (configuration not stated) was read as MITF primary 5, TEAD-YAP inh 0, FBW7 act -0.5 and GPR151 ag 0.2.
Screening COc1ccc(OC)c(-c2csc(NCCCN3CCOCC3)n2)c1 returned MITF primary -1, TEAD-YAP inh -11, FBW7 act 0.1 and GPR151 ag -0.1.
Screening C/C(=C\c1ccco1)CNc1nc(C)c(-c2ccn(C)n2)s1 returned MITF primary 3, TEAD-YAP inh -12, FBW7 act 0.1 and GPR151 ag -0.7.
Screening COc1ccc(C2CC(c3ccc(C)cc3)=NN2C(=O)CCC(=O)O)cc1 (configuration not stated) returned MITF primary -7, TEAD-YAP inh -1, FBW7 act 0.1 and GPR151 ag 0.5.
`O=C(O)c1ccc2c(c1)ncn2-c1ccc(Br)cc1` gave MITF primary 4, TEAD-YAP inh 0, FBW7 act 0.0 and GPR151 ag -0.1.
`CC1=NN(c2ccccc2)C(=O)/C1=C/c1cc(C)n(C2CC2)c1C` gave MITF primary 7, TEAD-YAP inh 7, FBW7 act -0.1 and GPR151 ag 1.2.
For CCOCCCNC(=O)C1CC(=O)c2sc(NC(=O)c3ccc(OC)cc3)nc2C1 (configuration not stated) the results were MITF primary -4, TEAD-YAP inh -6, FBW7 act 0.0 and GPR151 ag -1.2.
Screening C=C(C)COc1ccc2c3c(c(=O)oc2c1OCC(=C)C)CCCC3 returned MITF primary -3, TEAD-YAP inh -9, FBW7 act 0.1 and GPR151 ag -1.6.
For CCc1cc(NCCCN2CCCC2=O)n2nc3nc(C)cc(C)c3c2n1 the results were MITF primary 5, TEAD-YAP inh 0, FBW7 act 0.2 and GPR151 ag 0.4.
CCOc1ccc(C(=O)NC(=S)Nc2ccc([N+](=O)[O-])cc2)cc1 was read as MITF primary -4, TEAD-YAP inh 21, FBW7 act 0.6 and GPR151 ag -0.3.
Screening CCOc1ccc(C2/C(=C(\O)c3ccccc3)C(=O)C(=O)N2CCBr)cc1 (configuration not stated) returned MITF primary 12, TEAD-YAP inh -1, FBW7 act 0.2 and GPR151 ag -0.8.
Screening O=C1N[C@@H](Cc2ccccc2)C(=O)N2CCN(Cc3ccccc3)C[C@H]12 returned MITF primary 0, TEAD-YAP inh 3, FBW7 act -0.2 and GPR151 ag 0.7.
CC(NS(=O)(=O)/C=C/c1ccccc1)c1ccccc1 (configuration not stated) was read as MITF primary 3, TEAD-YAP inh -2, FBW7 act 0.2 and GPR151 ag -1.7.
Cc1cc2oc(=O)cc(C)c2cc1[N+](=O)[O-] was read as MITF primary 5, TEAD-YAP inh 7, FBW7 act 0.1 and GPR151 ag 0.1.
`O=C(Cc1csc(Nc2ccccc2)n1)N1CCN(c2ccccn2)CC1` gave MITF primary -1, TEAD-YAP inh -8, FBW7 act -0.3 and GPR151 ag 2.4.
`CCOc1cc(/C=c2/sc3nc4c(C)cc(C)cc4n3c2=O)ccc1OCc1ccc(Cl)cc1` gave MITF primary 4, TEAD-YAP inh -8, FBW7 act -0.1 and GPR151 ag 1.6.
`CN(Cc1ccccc1)C(=O)c1ccc2c(=O)n(CCc3ccccc3)c(SCC(=O)c3ccccc3)nc2c1` gave MITF primary -2, TEAD-YAP inh -3, FBW7 act -0.1 and GPR151 ag -0.4.
Screening CC(OC(=O)CCc1nc2ccccc2[nH]c1=O)C(=O)c1ccccc1 (configuration not stated) returned MITF primary 13, TEAD-YAP inh 6, FBW7 act 0.9 and GPR151 ag 0.4.
For c1ccc(-c2cnn3c(NCc4ccco4)ccnc23)cc1 the results were MITF primary -10, TEAD-YAP inh 3, FBW7 act -0.1 and GPR151 ag 1.7.
For COc1ccc(OC)c(S(=O)(=O)Nc2nn[nH]n2)c1 the results were MITF primary 4, TEAD-YAP inh 11, FBW7 act -0.1 and GPR151 ag -1.5.
Screening Cc1cc(NS(=O)(=O)c2ccc(NC(=O)CCCC3CCCCC3)cc2)nc(C)n1 returned MITF primary -1, TEAD-YAP inh 3, FBW7 act 0.0 and GPR151 ag -0.2.
For COc1ccc(OC)c(NC(=O)CCN2CCN(c3ccccc3)CC2)c1 the results were MITF primary 3, TEAD-YAP inh -2, FBW7 act -0.1 and GPR151 ag 1.2.

Brought forward from above: 3 entries, then new ones.
For COc1ccc(OC)c(S(=O)(=O)Nc2nn[nH]n2)c1 the results were MITF primary 4, TEAD-YAP inh 11, FBW7 act -0.1 and GPR151 ag -1.5.
Screening Cc1cc(NS(=O)(=O)c2ccc(NC(=O)CCCC3CCCCC3)cc2)nc(C)n1 returned MITF primary -1, TEAD-YAP inh 3, FBW7 act 0.0 and GPR151 ag -0.2.
For COc1ccc(OC)c(NC(=O)CCN2CCN(c3ccccc3)CC2)c1 the results were MITF primary 3, TEAD-YAP inh -2, FBW7 act -0.1 and GPR151 ag 1.2.
CCCCc1ccc(-n2nnnc2SCC(C)=O)cc1 was read as MITF primary 9, TEAD-YAP inh 11, FBW7 act 0.3 and GPR151 ag 0.1.
O=C(Cn1c(=O)sc2ccccc21)N1CCOCC1 was read as MITF primary -3, TEAD-YAP inh 1, FBW7 act 0.0 and GPR151 ag -0.7.
Screening COc1ccc(/C=N/N=C(/N)SC)cc1 returned MITF primary 18, TEAD-YAP inh -19, FBW7 act 0.9 and GPR151 ag -2.7.
For Cc1cc(C)c(C(=O)N2CCC3(CC2)CC3C(=O)NCc2cccc(C(F)(F)F)c2)[nH]1 (configuration not stated) the results were MITF primary 4, TEAD-YAP inh 3, FBW7 act 0.1 and GPR151 ag 0.5.
Screening O=C(Cn1ccc2ccccc2c1=O)NCC(=O)Nc1cccc(C(F)(F)F)c1 returned MITF primary 14, TEAD-YAP inh 14, FBW7 act 0.2 and GPR151 ag -0.5.
`COc1cc(OC)c(/C=C2/C(=O)NC(=O)N(c3ccccc3OC)C2=O)c(OC)c1` gave MITF primary 3, TEAD-YAP inh 6, FBW7 act -0.1 and GPR151 ag 0.2.
Screening COc1ccc(CNC(=O)C(=O)Nc2ccc(C(C)C)cc2)cc1 returned MITF primary 10, TEAD-YAP inh 2, FBW7 act 0.1 and GPR151 ag 0.8.
Screening CCOC(=O)CC(=O)CSc1nc2c(sc(=S)n2-c2ccc(OCC)cc2)c(=O)[nH]1 returned MITF primary 13, TEAD-YAP inh 18, FBW7 act 0.0 and GPR151 ag 1.0.
CC1C(=N)N(c2nc(N(C)C)nc(N(C)C)n2)CC1=O (configuration not stated) was read as MITF primary 3, TEAD-YAP inh 4, FBW7 act -0.1 and GPR151 ag -0.6.
`CCOc1ccc(C(CC(=O)O)NC(=O)c2ccccc2Br)cc1OC` (configuration not stated) gave MITF primary 10, TEAD-YAP inh 5, FBW7 act 0.0 and GPR151 ag -0.9.
For CCCCOc1cccc(C(=O)Nc2nnn(CCC)n2)c1 the results were MITF primary -6, TEAD-YAP inh -24, FBW7 act -0.1 and GPR151 ag -1.2.
For NC(=O)c1ccc(NC(=O)COc2ncnc3c(Cl)cc(Cl)cc23)cc1 the results were MITF primary 9, TEAD-YAP inh 5, FBW7 act 0.0 and GPR151 ag -1.3.
`Cc1ccc(-n2nnc3c(=O)n(CC(=O)N4CCN(c5ccccc5)CC4)cnc32)cc1Cl` gave MITF primary 6, TEAD-YAP inh 7, FBW7 act 0.0 and GPR151 ag -0.3.
Screening CC(=O)n1c2c(c3ccccc31)OC(N)=C(C#N)C2c1cccc(F)c1 (configuration not stated) returned MITF primary -2, TEAD-YAP inh 2, FBW7 act 0.2 and GPR151 ag -1.7.
Screening O=c1c2cc(-c3ccccc3)sc2ncn1-n1cccc1 returned MITF primary 9, TEAD-YAP inh -68, FBW7 act 0.5 and GPR151 ag 7.7*.
Screening O=C(Nc1ccc(F)cc1F)C1CCCN(c2ccc(-n3ccnc3)nn2)C1 (configuration not stated) returned MITF primary 0, TEAD-YAP inh -1, FBW7 act -0.2 and GPR151 ag 1.3.
For CCN(CC)S(=O)(=O)c1cccc(-c2nnc(SCc3ccc(F)cc3)o2)c1 the results were MITF primary 9, TEAD-YAP inh 9, FBW7 act 0.1 and GPR151 ag 1.1.
For CC(C)(C)c1ccc(S(=O)(=O)Nc2cccc(S(=O)(=O)N3CCCC3)c2)cc1 the results were MITF primary 1, TEAD-YAP inh 0, FBW7 act -0.1 and GPR151 ag 0.6.
OCCC1CN(Cc2cccc3cnccc23)CCN1Cc1ccc(F)cc1 (configuration not stated) was read as MITF primary 12, TEAD-YAP inh 0, FBW7 act 0.5 and GPR151 ag -1.2.
Screening CCCCC1CCC(C(=O)NNC(N)=O)CC1 (configuration not stated) returned MITF primary 22, TEAD-YAP inh 5, FBW7 act 0.8 and GPR151 ag 1.8.

Among those listed so far, 3 contain a thiophene ring, fused or not:
COc1ccc(CCNC(=O)c2cc3c(s2)CSC3)cc1OC was read as MITF primary 3, TEAD-YAP inh -3, FBW7 act 0.5 and GPR151 ag -1.7.
`Oc1ccc(CCNc2nc(-c3cccs3)nc3nc[nH]c23)cc1` gave MITF primary 22, TEAD-YAP inh -2, FBW7 act -0.1 and GPR151 ag 1.8.
Screening O=c1c2cc(-c3ccccc3)sc2ncn1-n1cccc1 returned MITF primary 9, TEAD-YAP inh -68, FBW7 act 0.5 and GPR151 ag 7.7*.
